Tn6 DDE FP – DD(E)-Tn6 binding inhibition, primary FP screen; P02675; Fibrin DD(E) TRITC-Tn6 fluorescence polarization displacement; inhibition, % at 8.3 µM; 370,000 compounds, 0.21% hits;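 active = inhibition above a per-campaign cutoff: mean of compounds within control limits plus 3 SD, cut at about 15% in these data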;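 note: 0% = median of all compound wells on the plate and 100% = blocking peptide control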
Target sequence (P02675 whole entry, looked up): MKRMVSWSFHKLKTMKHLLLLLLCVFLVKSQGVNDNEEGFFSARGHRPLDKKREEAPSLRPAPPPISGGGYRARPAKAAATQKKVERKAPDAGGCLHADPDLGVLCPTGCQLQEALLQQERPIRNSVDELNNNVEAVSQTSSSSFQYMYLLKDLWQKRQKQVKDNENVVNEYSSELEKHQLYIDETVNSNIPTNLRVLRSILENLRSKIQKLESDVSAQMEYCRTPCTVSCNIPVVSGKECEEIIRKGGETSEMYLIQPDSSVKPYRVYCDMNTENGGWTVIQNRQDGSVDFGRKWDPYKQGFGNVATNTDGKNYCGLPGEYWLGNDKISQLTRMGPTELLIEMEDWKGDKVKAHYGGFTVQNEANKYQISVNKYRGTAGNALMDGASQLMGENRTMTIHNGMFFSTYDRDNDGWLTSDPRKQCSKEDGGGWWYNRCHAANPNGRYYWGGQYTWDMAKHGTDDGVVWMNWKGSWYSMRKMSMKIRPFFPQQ
Tn7 DDE FP – disrupts Tn7 cyclic peptide binding to fibrin D-Dimer-E complex; P02675; FP displacement of FITC-Tn7 peptide from fibrin DD(E); 0% = median of compound wells per plate; inhibition, % at 8.3 µM; 370,000 compounds, 0.13% hits; AID 720508;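 active = inhibition above the mean of compounds falling within the control limits plus 3 SD of them, cut at about 14% in these data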;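 note: 0% = plate median of compound wells and 100% = 10 µM Aha-Tn7 peptide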
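Assay system: Human fibrin DD(E) protein | Medium: Tris buffer with calcium and detergent, pH 7.8 | Reagent: 0.1 µM fluorescent Tn7 | Compound dosing: Single point at 8.3 µM | Times: 10 min preincubation, 3 h with tracer, room temperature | Detection: Fluorescence polarization of the labelled Tn7 tracer | Controls: Aha-Tn7 high control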
MBD2 inh – inhibitors of human MBD2 binding to methylated oligonucleotide; inhibition, % at 4.4 µM; Q9UBB5; TR-FRET; 370,000 compounds, 0.31% hits; in the data active = inhibition above about 13%
SIAE primary – inhibitors of human sialic acid acetylesterase SIAE; SIAE FP-Rh probe binding, fluorescence polarization; Q9HAT2; AID 1053197; inhibition, % at 9.66 µM; 370,000 compounds, 0.69% hits;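 active = inhibition above a cutoff: mean of compounds within the control limits plus 3 SD of those, cut at about 17% in these data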;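 note: 0% = plate median of compound wells and 100% = probe without SIAE protein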
LEDGF integ inh – blocks HIV-1 LEDGF/p75-dependent DNA integration | TR-FRET IN-LEDGF/p75 DNA integration, Eu/Cy5 | inhibition, % at 3.7 µM | 370,000 compounds, 0.64% hits | AID 743269;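 active = inhibition above the screen-wide mean plus 3 SD, cut at about 13% in these data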;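 note: signal is the Cy5 over europium emission ratio at 671 and 618 nm; 0% = plate median of compound wells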
TCR-CD3 inh – blocks the human TCR-CD3 interaction | TAMRA-labeled TCR probe fluorescence, biochemical | inhibition, % at 9.4 µM | 360,000 compounds, 0.37% hits | AID 651800; in the data active = inhibition above about 19%;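 note: recombinant mutant TCR 2C K166C tagged with TAMRA read by polarization; 0% = receptor in buffer alone and 100% = receptor with positive control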
PRMT1 inh – PRMT1 (human) inhibition, primary screen. inhibition, % at 2.79 µM. 370,000 compounds, 1.3% hits. AID 652257. recombinant PRMT1, activity-based probe fluorescence polarization. Q99873;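 active = inhibition above about 21% made by adding two undisclosed values, limit read from the data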
TDP2 inh – TDP2 (human) inhibition, absorbance primary screen; recombinant TDP2, T5PNP hydrolysis, p-nitrophenol absorbance 415 nm; O95551; 370,000 compounds, 0.34% hits; inhibition, % at 12.8 µM;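 active = inhibition above the mean of all tested compounds plus 3 SD, set per campaign, cut at about 25% in these data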;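 note: 0% = DMSO with enzyme and 100% = buffer with substrate but no TDP2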
Target sequence (O95551 whole entry, looked up): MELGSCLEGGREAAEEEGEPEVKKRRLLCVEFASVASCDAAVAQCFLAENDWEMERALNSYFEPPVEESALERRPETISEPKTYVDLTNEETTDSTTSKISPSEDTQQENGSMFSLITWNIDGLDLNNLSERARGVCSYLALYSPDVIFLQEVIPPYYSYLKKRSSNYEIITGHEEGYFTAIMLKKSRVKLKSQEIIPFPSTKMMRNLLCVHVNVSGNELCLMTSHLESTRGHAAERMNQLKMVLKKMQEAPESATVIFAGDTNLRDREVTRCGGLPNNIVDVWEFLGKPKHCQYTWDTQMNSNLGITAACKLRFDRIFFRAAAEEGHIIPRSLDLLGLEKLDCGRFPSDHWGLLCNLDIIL
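Read-out basis: percent inhibition. System: recombinant human TDP2. Buffer or medium: Mg2+-containing Tris-HCl buffer, pH 7.5. Repeats: single replicate. Timing: reaction 2 h, 37 °C. Benchmarks: high control without enzyme, low control DMSO plus TDP2. Probe or stimulus: 5 mM T5PNP. Doses: 12.8 µM only. Measured by: epi absorbance of p-nitrophenol freed from T5PNP by hydrolysis.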
proKLK7 act – activators of human kallikrein-7 zymogen; P49862; purified proKLK7, EDANS-DABCYL substrate fluorescence; 100% is mature enzyme control, 0% vehicle; activation, % at 7 µM; 370,000 compounds, 0.9% hits;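 active = activation above the mean of all tested compounds plus 3 SD, computed per campaign excluding outliers beyond control limits, cut at about 13% in these data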
UHRF1 MBD2 ctr – human UHRF1 methylated DNA binding inhibitors. 370,000 compounds, 0.75% hits. UHRF1 binding to methylated oligo, TR-FRET. inhibition, % at 4.4 µM. Q96T88; in the data active = inhibition above about 21%;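 note: UHRF1 SRA domain binding a hemimethylated CpG hairpin DNA probe; 0% = median of test compound wells and 100% = reference inhibitor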
Active calls of the source: *; / = not tested or not shown.

SMILES	Tn6 DDE FP	Tn7 DDE FP	MBD2 inh	SIAE primary	LEDGF integ inh	TCR-CD3 inh	PRMT1 inh	TDP2 inh	proKLK7 act	UHRF1 MBD2 ctr
Cc1ccc(C)c(NC(=O)c2cc(-c3cc(C)c(C)cc3O)n[nH]2)c1	3	-3	0	-6	1	3	-1	0	-0.3	-1
COc1ccccc1N(C)S(=O)(=O)c1ccc(C(=O)NCCc2ccc(F)cc2)cc1	-5	6	5	2	-1	6	-3	14	0.1	-3
CCc1nnc(NC(=O)CN2CCN(Cc3ccc(F)cc3)CC2)s1	0	5	3	0	-6	-12	2	-17	0.2	3
Cn1c(SCC(=O)NC2CCCCCC2)nnc1-c1cccs1	-5	-7	-3	-3	1	5	0	6	0.3	0
CCOC(=O)CSc1n[nH]c(NC(=O)CC)n1	4	2	1	0	-4	-2	2	4	-0.2	2
CCN1CCN(CC(O)COc2ccc3c(C)cc(=O)oc3c2)CC1 (stereo not given)	-4	-1	1	7	1	2	-6	20	-3.1	-2
Cn1c(=O)c2c(ncn2CC(=O)OCC(=O)Nc2ccc(Cl)cc2Cl)n(C)c1=O	-4	-1	1	-4	-1	3	3	-1	-0.1	0
C[C@H]1CN([C@@H](C)CO)S(=O)(=O)c2ccc(Br)cc2O[C@H]1CN(C)S(=O)(=O)c1ccccc1	6	-10	-1	-2	3	2	-1	3	0.3	-1
Cc1cccc(N2CCN(C(=O)c3ccc(CNc4c(N5CCC(C)CC5)c(=O)c4=O)cc3)CC2C)c1 (stereo not given)	5	2	-4	14	-1	6	-1	4	-0.5	-1
COc1ccc(C2OC(CCc3ccccc3)CC3=C2C(=O)OC(C)(C)O3)cc1 (stereo not given)	2	5	4	-4	3	-4	-5	-7	0.8	3
CSc1ncc(CN2CCCCC2C(=O)Nc2ccc(Oc3ccccc3)nc2)cn1 (stereo not given)	1	0	1	-12	5	-1	-1	1	-0.2	-2
Cc1nc2ccc(C(=O)N3CCN(C(=O)c4ccco4)CC3)cn2c1N(C)C(=O)CCc1ccccc1	-5	4	-1	8	4	-10	-3	5	0.4	3
Cc1nc(SCC(=O)NCCc2ccc(Cl)cc2)nc(C)c1C	-2	-2	2	1	0	-2	5	7	-0.3	2
CC(C(=O)NC1CCCC1)N(Cc1ccco1)C(=O)c1snc(C(=O)NC2CCCC2)c1N (stereo not given)	6	3	-3	0	0	10	0	-5	-2.5	1
c1ccc(-c2cccc(-c3ccccc3)n2)cc1	2	-4	3	-1	6	2	1	0	-0.1	1
Cc1cc(NC(=O)CSc2nnc(NCc3ccco3)s2)no1	-2	-5	2	3	1	3	3	11	0.5	0
O=[N+]([O-])c1ccccc1/C=N/n1c(COc2ccccc2)n[nH]c1=S	-5	7	-5	4	2	6	4	0	0.2	-3
COc1ccc(C(CNC(=O)c2cc(S(=O)(=O)Nc3cccc(C)c3)ccc2C)N2CCCC2)cc1 (stereo not given)	2	-6	3	2	2	-8	-8	-14	0.3	5
O=C1c2cccc3cccc(c23)C(=O)N1OS(=O)(=O)c1ccc(Cl)cc1	6	1	3	-3	-4	-5	3	-1	4.4	2
Cc1ccc(C(=O)OCC(=O)NC2CCCC(C)C2C)s1 (stereo not given)	3	9	-4	0	0	3	0	-1	0.0	-1
CC1(C(=O)O)CCC(C(=O)Nc2ccc3ccccc3c2)C1(C)C (stereo not given)	3	6	1	-2	-2	5	2	3	0.2	-1
O=C(NC1CCCCN(Cc2cccc(Cl)c2)C1=O)c1ccc2ccccc2c1 (stereo not given)	10	-5	5	-8	3	/	-8	-5	1.8	-3
CSc1nc(NC(C)C)nc(N2CCOCC2)n1	2	8	-1	4	-3	2	-2	7	0.1	-1
O=S(=O)(NCCN1CCOCC1)c1cc(Cl)c(Cl)cc1Cl	8	-6	-1	-5	0	2	-3	-11	-0.4	2
COc1ccc(/C=N/NC(=O)c2ccoc2C)cc1COc1c(C)cccc1C	-8	4	1	-20	0	-1	-1	3	-0.7	-2

Rewritten with values under each structure: part of the list above.
Value order – Tn6 DDE FP | Tn7 DDE FP | MBD2 inh | SIAE primary | LEDGF integ inh | TCR-CD3 inh | PRMT1 inh | TDP2 inh | proKLK7 act | UHRF1 MBD2 ctr
- CCN1CCN(CC(O)COc2ccc3c(C)cc(=O)oc3c2)CC1 (stereo not given)
    -4 | -1 | 1 | 7 | 1 | 2 | -6 | 20 | -3.1 | -2
- CC1(C(=O)O)CCC(C(=O)Nc2ccc3ccccc3c2)C1(C)C (stereo not given)
    3 | 6 | 1 | -2 | -2 | 5 | 2 | 3 | 0.2 | -1

Next section.
SMILES	Tn6 DDE FP	Tn7 DDE FP	MBD2 inh	SIAE primary	LEDGF integ inh	TCR-CD3 inh	PRMT1 inh	TDP2 inh	proKLK7 act	UHRF1 MBD2 ctr
Cc1ccc2nc(C)cc(Nc3ccc([N+](=O)[O-])cc3)c2c1	1	-2	-3	-19	2	12	-1	7	-1.2	-1
COc1ccc(C(=O)N=C2SC3CS(=O)(=O)CC3N2c2ccccc2)cc1OC (stereo not given)	-3	-1	-4	5	-2	-4	5	-9	-0.4	2
CC(C)CCCC(C)NC(=O)c1cc(S(=O)(=O)N2CCCCC2)ccc1N1CCOCC1 (stereo not given)	-6	-6	3	-4	-1	-1	0	7	-0.2	4
CN(Cc1ccc(Cl)cc1Cl)C(=O)Cc1ccc(S(=O)(=O)N2CCOCC2)s1	8	-3	7	5	-1	3	-3	4	-0.3	13
CNS(=O)(=O)c1cn(CC(=O)NCc2ccc(OC)cc2)cc1S(=O)(=O)NC	-1	9	-6	5	3	5	-3	10	0.1	-3
CC(=O)C1=C(C)OC(N)=C(C#N)C1c1cccnc1 (stereo not given)	2	-2	-3	6	6	-5	2	3	0.0	1
Clc1ccc(C(Cn2ccnc2)OCc2ccsc2Cl)c(Cl)c1 (stereo not given)	-6	3	-1	-1	7	/	2	-5	0.4	0
Cc1ccc2nc(SCC(=O)NC3CCCCC3)nc(=O)n2c1	2	0	-4	-7	4	-10	-4	1	1.8	1
CN1CCn2cnc(C(=O)Nc3ccc(CNC(=O)OC(C)(C)C)cc3)c2C1=O	-3	3	15*	0	1	-2	6	-11	0.2	25*
O=C(c1cccnc1)N1CCCc2ccccc21	-7	-8	-2	3	-3	3	-3	1	0.3	1
Cn1cnc2c(N/N=C/c3cccs3)ncnc21	-7	1	-1	2	-2	-4	-5	7	0.4	4
CCc1ccc(OCC(=O)NNC(=S)NC(=O)C2CC2)c(Br)c1	3	4	-5	0	2	-3	3	-4	0.1	-2
O=C(Nc1ccc2c(c1)OCO2)C(c1ccccc1)N1CCN(C(=O)c2ccco2)CC1 (stereo not given)	6	0	-4	8	-2	1	-1	-5	0.4	-1
Cc1ccc(-n2c(=O)c3sccc3n(CC(=O)N3CCCC3)c2=O)cc1	1	9	2	7	0	1	-1	3	0.5	-1
Cc1ccc(NC(=O)CCN2C(=O)c3ccccc3C2=O)cc1	5	8	4	-4	1	-3	6	-4	0.1	3
O=C(Nc1cccc(Cl)c1)c1cnccn1	-9	3	-6	15	3	-7	-4	-20	0.5	0
O=C(Nc1ccc2c(c1)OCO2)N1CCC(c2nc3ccc(Cl)cc3[nH]2)CC1	-5	-4	-3	0	1	/	-1	1	0.3	-3
NS(=O)(=O)c1ccc(NC(=S)N2CCN(S(=O)(=O)c3ccc(F)cc3)CC2)cc1	5	-7	-5	4	3	2	0	4	0.0	-4
Cc1ccc(OC2CCN(C(=O)C3CCC(=O)N(C4CC4)C3)CC2)cc1 (stereo not given)	4	-4	3	2	1	8	-3	10	-0.1	-4
CC(C)(C)NC(=O)COC(=O)c1ccc(S(=O)(=O)N2CCCC2)cc1	-5	-4	0	-12	4	9	-11	-8	0.0	-1
O=C(Nc1nnc(-c2ccco2)o1)c1cccc2ccccc12	7	-1	0	-2	0	10	-2	1	0.2	-2
COc1cc(OC)cc(C(=O)NC(=S)Nc2ccc(N3CCCC3)cc2)c1	-2	-13	-4	7	2	12	0	0	0.6	-4

Grouped by structure: the compounds so far with an aryl methoxy group.
SMILES	Tn6 DDE FP	Tn7 DDE FP	MBD2 inh	SIAE primary	LEDGF integ inh	TCR-CD3 inh	PRMT1 inh	TDP2 inh	proKLK7 act	UHRF1 MBD2 ctr
COc1ccccc1N(C)S(=O)(=O)c1ccc(C(=O)NCCc2ccc(F)cc2)cc1	-5	6	5	2	-1	6	-3	14	0.1	-3
COc1ccc(C2OC(CCc3ccccc3)CC3=C2C(=O)OC(C)(C)O3)cc1 (stereo not given)	2	5	4	-4	3	-4	-5	-7	0.8	3
COc1ccc(C(CNC(=O)c2cc(S(=O)(=O)Nc3cccc(C)c3)ccc2C)N2CCCC2)cc1 (stereo not given)	2	-6	3	2	2	-8	-8	-14	0.3	5
COc1ccc(/C=N/NC(=O)c2ccoc2C)cc1COc1c(C)cccc1C	-8	4	1	-20	0	-1	-1	3	-0.7	-2
COc1ccc(C(=O)N=C2SC3CS(=O)(=O)CC3N2c2ccccc2)cc1OC (stereo not given)	-3	-1	-4	5	-2	-4	5	-9	-0.4	2
CNS(=O)(=O)c1cn(CC(=O)NCc2ccc(OC)cc2)cc1S(=O)(=O)NC	-1	9	-6	5	3	5	-3	10	0.1	-3
COc1cc(OC)cc(C(=O)NC(=S)Nc2ccc(N3CCCC3)cc2)c1	-2	-13	-4	7	2	12	0	0	0.6	-4
